# From PubChem BioAssay
# STEP inh: STEP (human) phosphatase inhibition; P54829; 0.25% of 360,000 active; inhibition, % at 20 µM; recombinant STEP, OMFP fluorogenic substrate, fluorescence;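 active means inhibition at 20 µM, scaled per plate between control wells, above about 37%, limit read from the data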;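 further: 0% = DMSO with enzyme and substrate and 100% = substrate only without enzyme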
#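 Assay system: isolated STEP enzyme. Buffer or medium: pH 6.0 Bis-Tris with DTT and Tween 20. Also added: fluorogenic phosphatase substrate OMFP at 25 µM final. Dosing: 20 µM, 1% DMSO. Timing: 20 min reaction, room temperature, in the dark. Measured by: fluorescence intensity, excitation 480 nm, emission 540 nm. Evaluation: normalized % inhibition.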
# Scp-1 inhibitor: blocks human Scp-1 phosphatase activity; Recombinant Scp1, phosphopeptide, malachite green phosphate absorbance; inhibition, % at 20 µM; 0.88% of 340,000 active;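 active means inhibition above about 50% at 20 µM, limit read from the data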;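 further: plate controls were DMSO wells with enzyme for no effect and wells lacking enzyme for full effect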
# Target sequence (Q9GZU7 76-261 limits assumed): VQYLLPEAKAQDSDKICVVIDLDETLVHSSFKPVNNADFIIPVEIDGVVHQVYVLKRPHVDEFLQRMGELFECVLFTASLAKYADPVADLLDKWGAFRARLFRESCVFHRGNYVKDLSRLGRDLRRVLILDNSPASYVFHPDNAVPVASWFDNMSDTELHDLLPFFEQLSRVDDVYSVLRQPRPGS
#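 Incubation: 45 min enzyme reaction at room temperature / System: truncated SCP-1 phosphatase (76-261aa) / Reagent: Phospho 17-mer peptide substrate / Buffer or medium: Acidic Tris acetate buffer with magnesium and detergent / Signal: absorbance at 630 nm / Doses: one concentration, 20 µM, with 1.0% DMSO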
# Tb MetRS inh: Trypanosoma brucei MetRS inhibition. purified T. brucei MetRS, ATP depletion, Kinase-Glo luminescence. inhibition, % at 11.9 µM. 0.4% of 360,000 active;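 active means inhibition above a per-plate cutoff of the control wells' mean inhibition plus 3 SD, cut at about 5.5% in these data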;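 further: 0% = DMSO wells median and 100% = median of wells with control inhibitor compound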
#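 Test system: purified T. brucei MetRS enzyme. Also added: ATP, methionine and E. coli bulk tRNA substrates. Compound: 11.9 µM single point. Schedule: 15 min enzyme-compound preincubation, 2 h reaction, 10 min detection, 25 °C. Signal: luciferase luminescence of residual ATP, Kinase-Glo. Evaluation: percent inhibition versus plate control medians. Controls: DMSO wells, low control.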
# LMPTP block: LMPTP (human) inhibition; recombinant LMPTP-A, OMFP fluorogenic substrate, fluorescence intensity; inhibition, % at 20 µM; 0.22% of 360,000 active; AID 651560;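 active means compounds that cut the enzyme signal by at least half of the control window in the single-dose screen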;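 further: plate controls were DMSO wells with enzyme plus substrate for no effect and substrate without enzyme for full effect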
# Target sequence (P24666 whole entry, looked up): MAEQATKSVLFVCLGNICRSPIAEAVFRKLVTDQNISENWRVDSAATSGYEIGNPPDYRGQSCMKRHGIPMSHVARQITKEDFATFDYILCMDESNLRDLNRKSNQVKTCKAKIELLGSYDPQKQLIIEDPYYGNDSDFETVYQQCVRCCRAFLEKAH
#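 Test system: LMPTP-A phosphatase enzyme; input: 0.625 nM LMPTP-A final; reagent: OMFP substrate, 400 µM final; compound dosing: 20 µM single dose, 3% DMSO; incubation: 50 min dark incubation at room temperature; measured by: endpoint fluorescence intensity from OMFP dephosphorylation; measure: % inhibition relative to no-enzyme and uninhibited control wells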
# SUMO1-SIM PPI: modulators of human SUMO1-mediated protein-protein interactions; P63165; SUMO1 binding to a labelled peptide, TR-FRET, 1 h; inhibition, % at 20 µM; 0.33% of 360,000 active; AID 602429; in the data active means inhibition above about 37%
# DNMT1 inh: inhibitors of human DNMT1; DNMT1 molecular beacon, Hinp1I cleavage, fluorescence; inhibition (reported as % activation of signal), % at 10 µM; 0.83% of 360,000 active; AID 588458; P26358; in the data active means inhibition above about 50%
# CendR NRP1 mod: modulators of CendR peptide binding to human neuropilin-1; FAM-RPARPAR peptide binding to NRP-1, fluorescence polarization; inhibition, % at 25 µM; 0.85% of 360,000 active; O14786; AID 602438;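 active means inhibition or corrected inhibition above about 18%, plus a signal ratio from 0.5 to 1.5, limit read from the data, passing the limit was not always enough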; further: strong numbers were not always called active
# SKN-1 inh: blocks SKN-1 activity in C. elegans | C. elegans VP596 Pgst-4::GFP/RFP ratio, acrylamide-induced, 24 h | inhibition, % at 21.8 µM | 0.49% of 360,000 active;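 active means interference check ratio from 0.5 to 1.5 plus GFP to RFP signal ratio inhibition reaching or exceeding a fixed threshold, cut at about 30% in these data, passing the limit was not always enough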; further: some compounds called inactive have numbers as strong as hits
# NadD inh: NadD (S. aureus) enzyme inhibition; purified NadD enzyme, colorimetric absorbance read-out; inhibition, % at 20 µM; 0.78% of 360,000 active; in the data active means inhibition above about 26%; further: some compounds past the cut are filed as inactive
# Neddylation inh: blocks human cullin neddylation; P61081+Q13564; TR-FRET cullin neddylation, biochemical; calls only at 25 µM; 0.58% of 360,000 active; in the data active means inhibition above about 36%
# Target sequence (P61081 whole entry, looked up): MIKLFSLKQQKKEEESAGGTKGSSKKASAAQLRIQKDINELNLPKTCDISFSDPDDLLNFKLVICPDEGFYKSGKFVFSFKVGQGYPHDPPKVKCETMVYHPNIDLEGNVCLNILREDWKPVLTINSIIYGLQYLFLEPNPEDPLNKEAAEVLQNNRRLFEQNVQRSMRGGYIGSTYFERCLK
# Target sequence (Q13564 whole entry, looked up): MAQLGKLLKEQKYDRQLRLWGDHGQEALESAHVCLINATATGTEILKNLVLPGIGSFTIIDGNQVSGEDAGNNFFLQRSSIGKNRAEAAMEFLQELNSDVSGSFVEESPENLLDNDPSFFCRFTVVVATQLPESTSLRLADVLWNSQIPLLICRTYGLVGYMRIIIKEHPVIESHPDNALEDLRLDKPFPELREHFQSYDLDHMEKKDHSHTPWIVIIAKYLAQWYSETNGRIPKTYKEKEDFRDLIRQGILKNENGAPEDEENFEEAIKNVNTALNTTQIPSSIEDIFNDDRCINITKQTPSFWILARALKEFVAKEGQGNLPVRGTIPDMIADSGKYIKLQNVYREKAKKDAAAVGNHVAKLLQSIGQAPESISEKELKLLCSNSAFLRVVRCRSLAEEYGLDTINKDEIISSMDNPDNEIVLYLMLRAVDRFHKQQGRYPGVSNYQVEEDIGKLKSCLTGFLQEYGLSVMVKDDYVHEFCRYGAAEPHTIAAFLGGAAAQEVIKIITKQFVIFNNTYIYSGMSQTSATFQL
# * = called active by the depositor; i = inactive; · = not tested or not shown; + = active, no number.
SMILES,STEP inh,Scp-1 inhibitor,Tb MetRS inh,LMPTP block,SUMO1-SIM PPI,DNMT1 inh,CendR NRP1 mod,SKN-1 inh,NadD inh,Neddylation inh
CCOC(=O)N(C)C[C@H]1OCc2cnnn2CCCC(=O)N([C@@H](C)CO)C[C@H]1C,0,·,-0.5,-1.7,2,7,-14,-11,-10,i
Cc1cc2ccccn2c1C(=O)c1ccc(Cl)cc1,4,-2,0.9,2.6,-18,2,-8,17,-7,i
CCN(CC)S(=O)(=O)c1ccc(N/N=C/c2cc(OC)ccc2O)nc1,-1,-8,-0.1,0.3,1,11,-19,8,-1,i
Fc1ccc(-c2nnn3c2nc(NCc2ccccc2)c2ccccc23)cc1,-2,-12,-0.1,-0.1,-35,8,5,11,13,i
CC(=O)NC1C(Oc2ccc(C=O)cc2)OC(COC(C)=O)C(OC(C)=O)C1OC(C)=O (stereo not drawn),8,-7,-0.3,0.7,1,1,3,-5,-2,i
CCC(C)(C)n1nnnc1C(c1ccc2ncccc2c1)N1CCN(c2nc3ccccc3s2)CC1 (stereo not drawn),1,-11,-0.2,6.3,-2,-12,12,22,9,i
COc1ccc(S(=O)(=O)N(CC(=O)N2CCOCC2)Cc2ccccc2)cc1,-3,0,-0.3,-0.9,-1,2,4,11,3,i
Cc1nc2nc(NC(=O)c3ccco3)nn2c(C)c1Cl,1,-8,0.3,-0.7,4,2,18,-11,-5,i
COc1ccc(C2Nc3ccccc3C(=O)N2Cc2ccccc2)cc1CN1CCOCC1 (stereo not drawn),0,-4,-0.2,-1.4,3,-3,5,3,-4,·
N#Cc1c(N2CCCC2)nc(N)c2c(N)nc(N3CCCC3)cc12,60*,8,-0.6,41,48*,118*,32*,1,11,i
Cc1cc(C)n(-c2ncnc3sc4c(c23)CCCC4)n1,0,4,-1.0,-0.9,0,-1,-2,7,6,i
Cc1c(C(=O)OCC(=O)N2CCCC2=O)oc2ccccc12,1,-9,-0.3,-1.4,-8,0,-9,-7,-7,i
COc1ccc(N2CC(C(=O)Nc3ccccc3N3CCCC3)CC2=O)c(OC)c1 (stereo not drawn),1,-4,-0.3,0.0,5,-3,-7,15,1,i
COc1ccc(-c2csc(NC(=O)C3CSC4(C)CCC(=O)N34)n2)cc1 (stereo not drawn),3,-5,0.2,-0.4,1,28,3,6,2,i
O=P(O)(CCc1ccncc1)CN1CCCCC1,-1,0,-0.4,-1.4,-4,0,-3,-13,1,i
NC(=O)c1c(NC(=O)CCCC(=O)O)sc2c1CCCCCC2,0,-2,-0.8,-2.4,3,6,1,-4,-4,i
Cc1ccc(C(=O)O/N=C(\c2ccccc2)c2cccnc2)cc1,-2,3,-0.5,0.9,-2,-2,-1,0,3,i
CCc1nc2ccc(C(=O)NCCCN(C)C)cn2c1N(C)CCCc1ccccc1,-3,·,-0.1,-5.6,-9,-3,-4,3,-8,i
O=C(COC(=O)CNS(=O)(=O)c1ccc(Br)cc1Cl)Nc1ccc(N2CCOCC2)cc1,1,1,-0.4,-0.4,1,-7,-1,0,-4,i
Cc1cc(C)n2c(NC3CCCC3)c(-c3cccnc3)nc2n1,·,·,-0.3,0.2,-7,·,3,17,4,i
O=C(Nc1ccc(F)cc1F)c1csc(-c2cccs2)n1,1,-5,-1.0,1.6,-9,7,-1,8,-11,i
Cc1ccc(C(=O)Nc2ccccc2-c2ccccc2)o1,4,-8,-0.9,-1.7,0,-4,3,-1,-3,i
O=C(Nc1ccc(Cl)c(C(F)(F)F)c1)C1CCCN(S(=O)(=O)c2cnc[nH]2)C1 (stereo not drawn),-5,-7,0.9,1.4,7,0,1,-4,2,i
O=C(Nc1c(C(=O)O)[nH]c2ccc(F)cc12)c1cccc(C(F)(F)F)c1,-2,-17,-1.7,0.9,-1,5,-1,4,-1,i
CC(CCc1ccccc1)NS(=O)(=O)c1ccccc1Cl (stereo not drawn),-2,-6,-0.6,-0.4,3,-5,3,-5,5,i
# More records
SMILES,STEP inh,Scp-1 inhibitor,Tb MetRS inh,LMPTP block,SUMO1-SIM PPI,DNMT1 inh,CendR NRP1 mod,SKN-1 inh,NadD inh,Neddylation inh
Cc1nn(-c2ccccc2)nc1CNC(=O)C1CC1,-2,-11,0.1,-1.0,1,0,-7,5,-1,i
COc1ccccc1NC(=O)CN1C(=O)NC2(CCCCCCC2)C1=O,-2,-11,-0.1,1.1,-3,0,0,-4,2,i
CCCNC(=O)c1cc(C2CCCCN2C(=O)c2ccc(C(C)C)cc2)on1 (stereo not drawn),-2,·,-0.1,-0.1,-1,4,-13,-9,-2,i
CCn1c(CNC(=O)c2cccs2)nnc1SCC(=O)Nc1ccc(Cl)cc1,1,-14,2.2,-0.6,3,-2,-2,-14,0,i
Cc1ccc(NC(=C(C#N)C#N)c2ccccc2)cc1,3,·,-0.1,-1.0,-1,0,-10,1,1,i
CCOc1cccc(-c2c(C(=O)N/N=C(\C)c3ccncc3)nnn2-c2nonc2N)c1,1,-2,-0.5,-2.6,-9,0,14,-4,-2,i
COc1cccc(N(CC(=O)Nc2cccc(F)c2)S(C)(=O)=O)c1,-1,-18,-0.1,-0.4,0,0,-11,-3,0,i
Cc1cccc(NC(=O)COc2coc(CN3CCN(c4ccccc4)CC3)cc2=O)c1C,0,2,-0.5,0.3,5,2,0,-9,-8,i
O=C(Nc1ccncc1)C1(c2ccccc2)CCCC1,2,0,0.2,-2.2,4,3,5,10,-6,i
CCOC(=O)N1CCN(C(=O)C2CC(=O)N(c3ccc(OC)cc3)C2c2ccc(OC)cc2)CC1 (stereo not drawn),-1,-4,-0.4,-1.5,4,-1,10,-3,2,i
CCCN1C(=O)c2cc(C(=O)Nc3ccccc3C)ccc2C1Nc1ccccc1C (stereo not drawn),0,-6,-1.4,3.9,-1,1,1,-10,0,i
CCOC(=O)c1cc(NC(=O)c2ccc(Cl)cc2)c(=O)n2c1oc1ccc(Cl)cc12,-2,-4,-0.2,-0.3,-1,0,-9,19,-4,·
Cc1cc(Nc2ccc(Br)cc2F)n2ncnc2n1,-5,0,1.9,-0.8,1,-2,5,-1,-9,i
COc1cc(C)nc(N2CCCC(C(=O)Nc3cccc(Cl)c3C)C2)n1 (stereo not drawn),-8,0,0.2,-0.9,16,14,-1,-2,-5,i
O=C(COC(=O)Cn1cnc2ccccc21)NCCCc1ccccc1,-3,0,0.0,-0.9,3,5,-14,12,-2,i
CCCCN(CC)CCNC(=O)c1ccc2c(Cl)c3c(nc2c1)CCC3,-3,-6,-0.9,-0.6,-2,1,5,4,-11,i
CN(C)CCCN(C(=O)c1ccc2c(c1)CCCC2)c1nc2ccc(F)cc2s1,1,3,1.1,-0.4,-3,2,-8,-2,-2,i
O=c1c2ccccc2nc(-c2ccco2)n1/N=C/c1ccco1,-1,-3,-0.8,-0.8,-14,8,1,17,1,i
CCOc1ccc(NC(=O)COC(=O)c2ccc3c(c2)C(=O)N(CCc2ccccc2)C3=O)cc1,-2,-9,-0.8,-1.0,-10,9,2,-6,-3,i
COc1cc2c(cc1/C=C1/NC(=O)N(c3ccccc3)C1=O)OCO2,2,-2,-0.8,0.8,-1,7,-17,-6,-3,i
COc1ccc2oc(-c3ccccc3)c(C(=O)N3CCOCC3)c2c1,-6,-5,-0.3,0.1,0,1,-1,-5,6,·
O=C(NCCO)C1(c2ccc(Cl)cc2)CCCC1,2,-2,0.5,-0.3,-6,4,1,-12,-1,i
CCCCn1c(N)c(N(CCC(C)C)C(=O)C2CCN(C(=O)c3ccccc3C)CC2)c(=O)[nH]c1=O,2,-1,-0.9,-0.7,3,5,-4,0,2,i
CC(=O)c1cccc(NC(=O)CCNS(=O)(=O)c2cccc3nonc23)c1,1,-3,0.1,1.2,-21,-1,7,-16,-2,i
CSc1ccc(/C=C(\NC(=O)c2ccc(C)cc2)C(=O)Nc2cccc(C)c2)cc1,-1,0,-0.4,-1.1,-7,30,-6,-3,13,+
Cc1ccc(Cn2ccc(=O)c(OCc3ccccc3)c2C)cc1,0,-1,-0.2,-0.9,3,4,9,-2,6,i
Cc1cc(C)c(S(=O)(=O)c2ccccc2C(C)C)c(=O)[nH]1,0,-12,0.8,-0.8,2,1,-4,-8,-5,i
COc1ccc(OC)c(Nc2nc(C)nc3c2oc2ccccc23)c1,-2,-4,-0.3,2.4,-6,-10,-5,21,-3,i
Cc1cccc(-c2nc(NCCCN3CCOCC3)c3ccccc3n2)c1,4,-9,-1.2,67*,3,-16,-19,2,-2,i
Cc1ccc(N(Cc2ccc(C(=O)NCC3CCCO3)cc2)S(C)(=O)=O)cc1C (stereo not drawn),-4,3,-1.5,-2.4,-1,-3,16,5,-3,i

# Ordered by SMILES length (high to low): 12 of the compounds above
SMILES,STEP inh,Scp-1 inhibitor,Tb MetRS inh,LMPTP block,SUMO1-SIM PPI,DNMT1 inh,CendR NRP1 mod,SKN-1 inh,NadD inh,Neddylation inh
CCOC(=O)N1CCN(C(=O)C2CC(=O)N(c3ccc(OC)cc3)C2c2ccc(OC)cc2)CC1 (stereo not drawn),-1,-4,-0.4,-1.5,4,-1,10,-3,2,i
CCOc1ccc(NC(=O)COC(=O)c2ccc3c(c2)C(=O)N(CCc2ccccc2)C3=O)cc1,-2,-9,-0.8,-1.0,-10,9,2,-6,-3,i
CCCN1C(=O)c2cc(C(=O)Nc3ccccc3C)ccc2C1Nc1ccccc1C (stereo not drawn),0,-6,-1.4,3.9,-1,1,1,-10,0,i
CCCNC(=O)c1cc(C2CCCCN2C(=O)c2ccc(C(C)C)cc2)on1 (stereo not drawn),-2,·,-0.1,-0.1,-1,4,-13,-9,-2,i
COc1cc(C)nc(N2CCCC(C(=O)Nc3cccc(Cl)c3C)C2)n1 (stereo not drawn),-8,0,0.2,-0.9,16,14,-1,-2,-5,i
COc1cccc(N(CC(=O)Nc2cccc(F)c2)S(C)(=O)=O)c1,-1,-18,-0.1,-0.4,0,0,-11,-3,0,i
COc1ccccc1NC(=O)CN1C(=O)NC2(CCCCCCC2)C1=O,-2,-11,-0.1,1.1,-3,0,0,-4,2,i
Cc1cccc(-c2nc(NCCCN3CCOCC3)c3ccccc3n2)c1,4,-9,-1.2,67*,3,-16,-19,2,-2,i
COc1ccc(OC)c(Nc2nc(C)nc3c2oc2ccccc23)c1,-2,-4,-0.3,2.4,-6,-10,-5,21,-3,i
O=C(COC(=O)Cn1cnc2ccccc21)NCCCc1ccccc1,-3,0,0.0,-0.9,3,5,-14,12,-2,i
Cc1ccc(NC(=C(C#N)C#N)c2ccccc2)cc1,3,·,-0.1,-1.0,-1,0,-10,1,1,i
O=C(Nc1ccncc1)C1(c2ccccc2)CCCC1,2,0,0.2,-2.2,4,3,5,10,-6,i
